# Compound activity as filed in PubChem.
# GLP1R ag = qHTS of GLP-1 Receptor Agonists; hit rate 0.007% among 380,000; Glucagon-like peptide 1 receptor (Homo sapiens), P43220; HEK293 GLP-1R CRE-luciferase, luminescence, 4-6 h; cells express a hypersensitive GLP-1R form; AID 624172, 2012; Potency, µM (top dose mostly 45.6 µM), without a hit: at the highest dose activation, actives largely listed as activators; active means well fitted activation curve with a large enough effect; inconclusive means small, poorly fitted or top-dose-only effect; inactive means no such curve, though single readings can be large or run the other way; further: % of control where 0% means no effect
# Target sequence (P43220 whole entry, looked up): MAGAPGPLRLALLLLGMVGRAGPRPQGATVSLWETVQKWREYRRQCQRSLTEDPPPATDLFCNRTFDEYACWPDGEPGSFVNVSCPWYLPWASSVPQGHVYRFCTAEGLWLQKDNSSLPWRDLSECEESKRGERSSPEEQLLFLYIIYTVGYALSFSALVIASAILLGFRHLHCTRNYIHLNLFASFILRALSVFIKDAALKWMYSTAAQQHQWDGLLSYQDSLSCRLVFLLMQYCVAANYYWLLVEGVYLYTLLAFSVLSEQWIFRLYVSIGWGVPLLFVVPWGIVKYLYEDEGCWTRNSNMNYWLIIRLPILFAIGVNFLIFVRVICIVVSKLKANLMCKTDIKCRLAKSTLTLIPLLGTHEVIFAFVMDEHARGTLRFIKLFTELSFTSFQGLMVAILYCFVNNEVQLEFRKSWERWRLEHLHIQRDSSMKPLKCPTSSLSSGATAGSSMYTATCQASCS
# * marks the source's active call; other numbers are inactive results; ? = inconclusive; & = joins results of further samples; [ ] = dose if it differs, or a comment. Potency means the concentration at half of the fitted maximal effect.
# The first 2 records, ahead of the listing:
GLP1R ag | smiles
-3%[19.8 µM] | C[C@H]1CC[C@]2(OC1)O[C@@H]1C[C@@H]3[C@@H]4CC[C@H]5C[C@@H](O)CC[C@]5(C)[C@@H]4CC(=O)[C@@]3(C)[C@H]1[C@@H]2C
3% | CCCOC(=O)c1cc(O)c(O)c(O)c1

# All compounds of this part, repeating the preview:
GLP1R ag | smiles
-3%[19.8 µM] | C[C@H]1CC[C@]2(OC1)O[C@@H]1C[C@@H]3[C@@H]4CC[C@H]5C[C@@H](O)CC[C@]5(C)[C@@H]4CC(=O)[C@@]3(C)[C@H]1[C@@H]2C
3% | CCCOC(=O)c1cc(O)c(O)c(O)c1
-4% | O=C(O)c1ccccc1OP(=O)(O)O
-2% | NCC1O[C@@H](OC2C(N)C[C@H](N)[C@@H](O[C@H]3OC(CO)C(O)C(N)C3O)C2O)C(N)C(O)C1O (some centres undefined)
6% | CCCCC(CC)COS(=O)(=O)O (centres undefined)
1% | CCCOC(=O)c1ccccc1O
-1% | O=C1C(=O)c2ncccc2-c2cccnc21
0%[19.8 µM] | C[C@@H](CNC1CCCCC1)OC(=O)c1ccccc1
0% | CN=C(NC)NCc1ccccc1
-2% | CCOC(=O)CCC(=O)OC1C(OC2C(C)C(OC3CC(C)(OC)C(O)C(C)O3)C(C)C(=O)OC(CC)C(C)(O)C(O)C(C)C(=O)C(C)CC2(C)O)OC(C)CC1N(C)C (centres undefined)
5% | Cc1ccc(/C=C2/C(=O)C3(C)CCC2C3(C)C)cc1 (centres undefined)
17% | Cc1cc(O)cc2c1O[C@](C)(CCC[C@H](C)CCC[C@H](C)CCCC(C)C)CC2
-3% | O=c1cc(CO)occ1O
0% | Cc1ccc(-c2ncc(Cl)cc2-c2ccc(S(C)(=O)=O)cc2)cn1
2% | CC(C)(C)CC(C)(C)c1cc(Cc2cc(C(C)(C)CC(C)(C)C)cc(-n3nc4ccccc4n3)c2O)c(O)c(-n2nc3ccccc3n2)c1
-6% | C[N+](C)(C)CCOP(=O)(O)OP(=O)([O-])OCC1OC(n2ccc(N)nc2=O)[C@H](O)[C@@H]1O (some centres undefined)
0% | CO/N=C(\C(=O)N[C@@H]1C(=O)N2C(C(=O)[O-])=C(C[n+]3cccc4c3CCC4)CS[C@H]12)c1csc(N)n1
-2% | O=C(O)CCC(=O)OC[C@@H](NC(=O)C(Cl)Cl)[C@H](O)c1ccc([N+](=O)[O-])cc1
15%[19.8 µM] | C[C@H](N)[C@H](O)c1cccc(O)c1
-2% | COC(=O)[C@@H]1[C@@H]2C[C@H]3c4[nH]c5ccccc5c4CCN3C[C@@H]2CC[C@@H]1O
0% | CCN(CCO)CCCC(C)Nc1ccnc2cc(Cl)ccc12 (centres undefined)
7% | NC(C(=O)O)C(O)c1ccc(O)c(O)c1 (centres undefined)
6% | CCC(C)CCCCC(=O)N[C@@H](CCN)C(=O)N[C@H](C(=O)N[C@@H](CCN)C(=O)N[C@H]1CCNC(=O)C([C@@H](C)O)NC(=O)[C@@H](CCN)NC(=O)[C@H](CCN)NC(=O)[C@H](CC(C)C)NC(=O)[C@@H](CC(C)C)NC(=O)[C@H](CCN)NC1=O)[C@@H](C)O (some centres undefined)
-3% | Clc1cccc(Cl)c1NC1=NCCN1
24%[19.8 µM] | Cn1c(=O)c2c(ncn2C[C@@H](O)CO)n(C)c1=O
11% | [2H]c1c([2H])c([2H])c2c([nH]c(=S)n2C2CCN(CCCC(=O)c3ccc(F)cc3)CC2)c1[2H]
-1%&-2% | CCC1(c2cnc[nH]2)Cc2ccccc2C1
8%[19.8 µM] | NC[C@@H]1O[C@H](O[C@H]2[C@H](O)[C@H](O[C@@H]3O[C@H](CO)[C@@H](O)[C@H](N)[C@@H]3O)[C@@H](N)C[C@H]2N)[C@@H](O)[C@H](O)[C@@H]1O
0% | C[C@]12CC[C@H]3c4ccc(O)cc4CC[C@@H]3[C@H]1CC[C@@H]2OP(=O)(O)O
2% | O=C(O)c1cc2cc(Cc3cccnc3)ccc2o1

# Shown comma-delimited: part of the list above.
structure,GLP1R ag
CCCOC(=O)c1ccccc1O,1%
CO/N=C(\C(=O)N[C@@H]1C(=O)N2C(C(=O)[O-])=C(C[n+]3cccc4c3CCC4)CS[C@H]12)c1csc(N)n1,0%

# (next part)
GLP1R ag | smiles
-3% | NC(=O)C(=O)N/N=C/c1ccc([N+](=O)[O-])o1
-4%&-4% | CC1(C)OC[C@@H](COC(=O)CCc2ccc(OC[C@@H](O)CNCCNC(=O)N3CCOCC3)cc2)O1
-1% | CC(C)Cc1ccc(CC(=O)O)cc1
8% | OCC1OC(OC2C(CO)OC(OC3C(CO)OC(O)C(O)C3O)C(O)C2O)C(O)C(O)C1O (centres undefined)
21%[96 µM] | COC(=O)c1c(Cl)c(Cl)c(C(=O)OC)c(Cl)c1Cl
2% | COc1cc(C(=O)N2CCCCCCC2)cc(OC)c1OC
0%&7% | CC(=O)Oc1ccc(C2(c3ccc(OC(C)=O)cc3)C(=O)Nc3ccccc32)cc1
-3% | CN[C@@H]1CCc2[nH]c3ccc(C(N)=O)cc3c2C1
2% | CCN1CCN(c2cc(-c3ccc(F)cc3)c3c(n2)CCCCCC3)CC1
-5% | C[N+](C)(CCCCCC[N+](C)(C)C1c2ccccc2-c2ccccc21)C1c2ccccc2-c2ccccc21
-4%[19.8 µM] | CC[N+](CC)(CC)CC[C@](O)(c1ccccc1)C1CCCCC1
8% | CNc1cc(OC)c(C(=O)N[C@@H]2CCN(Cc3ccccc3)[C@H]2C)cc1Cl
-1% | COc1nc(N)nc2c1ncn2[C@@H]1O[C@H](CO)[C@@H](O)[C@@H]1O
1% | CC(=O)N[C@@H](Cc1ccc(O)cc1)C(=O)O
1%[96 µM] | Nc1ccccc1N
0% | C=NC(C(=O)NC1C(=O)N2C1SC(C)(C)C2C(=O)O)c1ccccc1 (centres undefined)
-1% | CC(C)c1c(C(=O)Nc2ccccc2)c(-c2ccccc2)c(-c2ccc(F)cc2)n1CC[C@@H](O)C[C@@H](O)CC(=O)O
5% | Cc1cc(=O)c(C(=O)N[C@@H](C(=O)N[C@@H]2C(=O)N3C(C(=O)O)=C(CSc4nnnn4C)CS[C@H]23)c2ccc(O)cc2)c[nH]1
-2% | NC[C@@H]1O[C@@H](O[C@H]2[C@@H](O)[C@H](O[C@@H]3[C@@H](O)[C@@H](N)C[C@H](N)[C@H]3O[C@H]3O[C@H](CN)[C@@H](O)[C@@H](O)[C@H]3N)O[C@H]2CO)[C@H](N)[C@@H](O)[C@@H]1O
4% | CCC(C)C1NC(=O)C(Cc2ccc(O)cc2)NC(=O)C(N)CSSCC(C(=O)N2CCCC2C(=O)NC(CC(C)C)C(=O)NCC(N)=O)NC(=O)C(CC(N)=O)NC(=O)C(CCC(N)=O)NC1=O (centres undefined)
-4% | O=C1OC(OC(=O)c2cccnc2Nc2cccc(C(F)(F)F)c2)c2ccccc21 (centres undefined)
-3% | O=S1(=O)c2cccc3cccc(c23)N1CCCN1CCN(c2ccc(F)cc2)CC1
-1% | CCCCC(=O)O[C@]1(C(=O)CO)CCC2C3CCC4=CC(=O)CCC4(C)C3C(O)CC21C (some centres undefined)
-4%&7% | Nc1c(CC(=O)O)cccc1C(=O)c1ccccc1
-5%[19.8 µM] | OCCN1CCN(CCC=C2c3ccccc3Sc3ccc(Cl)cc32)CC1
-4% | CO/N=C1/CC2(CC3CC(C/C=C(/C)CC(C)/C=C\C=C4\COC5C(O)C(C)=CC(C(=O)O3)C45O)O2)OC(/C(C)=C/C(C)C)C1C (centres undefined)
-1% | CN1CCN(C2=Nc3ccccc3Cc3ccccc32)CC1
4% | CC(C)C[C@@H](N)C(=O)O
0% | CC[N+](CC)(CC)CCOC(=O)C(C1CCCC1)C1CCCC1
5% | CCCCO
-3%[19.8 µM] | Nc1nc2c(c(=O)[nH]1)N(C=O)[C@H](CNc1ccc(C(=O)N[C@@H](CCC(=O)O)C(=O)O)cc1)CN2
-4% | CC(=O)O[C@H]1CC[C@@]2(C)C(=CCC3C2CC[C@]2(C)C(c4cccnc4)=CCC32)C1 (some centres undefined)
-2% | CC1(C)S[C@@H]2[C@H](NC(=O)C3(N)CCCCC3)C(=O)N2[C@H]1C(=O)O
0% | Nc1nc2ncc(CNc3ccc(C(=O)NC(CCC(=O)O)C(=O)O)cc3)nc2c(=O)[nH]1 (centres undefined)
7% | O=[n+]1ccn([O-])c2ccccc21
14%[19.8 µM] | C#C[C@@]1(O)CC[C@@H]2[C@@H]3CCC4=C(CCC(=O)C4)[C@H]3CC[C@]21C
7% | CCC[C@@H]1CC(C(=O)NC(C2O[C@H](SC)C(OP(=O)(O)O)[C@H](O)[C@H]2O)[C@H](C)Cl)N(C)C1 (some centres undefined)
-4% | CCC(=O)c1c(O)cc(O)cc1O
3% | O=C(O)c1cccc(/C=C2/C[C@@H]3[C@@H](/C=C/[C@@H](O)C4CCCCC4)[C@H](O)C[C@@H]3O2)c1
5%[19.8 µM] | CCOC(=O)n1ccn(C)c1=S
6%[19.8 µM] | O=C(OCCOCCO)c1ccccc1Nc1cccc(C(F)(F)F)c1
-2% | O=C(Nc1cccc(C(F)(F)F)c1)c1cc(Br)cc(Br)c1O
19% | Cc1ccc2c(Br)cc(Br)c(O)c2n1
-5% | CC1=C(C(=O)O)N2C(=O)[C@@H](NC(=O)[C@H](N)C3=CCC=CC3)[C@H]2SC1
0% | NC1CCN(c2cccc(Cl)n2)CC1
0% | CCCCCCCC/C=C\CCCCCCCC(=O)OC[C@@H](O)[C@H]1OC[C@H](O)[C@H]1O
-2% | CC1(Cn2ccnn2)[C@H](C(=O)O)N2C(=O)C[C@H]2S1(=O)=O (some centres undefined)
-6%[19.8 µM] | CC(C)N1CCN(c2ccc(OC[C@@H]3CO[C@@](Cn4cncn4)(c4ccc(Cl)cc4Cl)O3)cc2)CC1
3%[19.8 µM] | CCOC(=O)Oc1c(OC)cc(C(=O)O[C@H]2C[C@H]3CN4CCc5c([nH]c6cc(OC)ccc56)[C@@H]4C[C@H]3[C@@H](C(=O)OC)[C@@H]2OC)cc1OC
-7% | Cc1cncc(C(=O)O)[n+]1[O-]
7% | CN(CCCN1c2ccccc2CCc2ccccc21)CC(=O)c1ccc(Cl)cc1
3% | Cc1c(C)c2c(c(C)c1O)CCC(C)(CCCC(C)CCCC(C)CCCC(C)C)O2 (centres undefined)
11% | COc1cc2c(cc1OC)C(C(C(=O)N(CCc1ccc(OC)c(OC)c1OC)CCc1ccc(OC)c(OC)c1OC)c1ccccc1)=NCC2 (centres undefined)
1% | Cc1cc(C)c(NC(=O)C[C@H](CC(=O)O)c2cccc3ccccc23)c(C(=O)N2CCC3(CCCC3)CC2)c1
-3% | CCc1ccc(S(=O)(=O)O)cc1
-3% | O=C(O)CCC/C=C\C[C@@H]1[C@@H](/C=C/[C@@H](O)COc2cccc(C(F)(F)F)c2)[C@H](O)C[C@@H]1O
3%[19.8 µM] | COc1c(O[C@H]2O[C@@H](CO)[C@@H](O)[C@@H](O)[C@@H]2O)cc2c(c1OC)-c1ccc(SC)c(=O)cc1[C@H](NC(C)=O)CC2
0% | CSc1ccc(/C=C2/C(C)=C(CC(=O)O)c3cc(F)ccc32)cc1
13% | CN1C[C@H]2c3ccccc3Oc3ccc(Cl)cc3[C@@H]2C1
-1% | O=C1CC2(CCCC2)CC(=O)N1CCNCC1COc2ccccc2O1 (centres undefined)

# Some values from above:
# CN(CCCN1c2ccccc2CCc2ccccc21)CC(=O)c1ccc(Cl)cc1 in GLP1R ag shows 7%
# Cc1ccc2c(Br)cc(Br)c(O)c2n1 in GLP1R ag shows 19%

# New compounds follow:
GLP1R ag | smiles
3% | C[N+](C)(C)CC[N+]1(C)Cc2c(Cl)c(Cl)c(Cl)c(Cl)c2C1
10% | CC(=O)N1CCN(c2ccc(OC[C@@H]3CO[C@@](Cn4ccnc4)(c4ccc(Cl)cc4Cl)O3)cc2)CC1
2% | CO/N=C(/C(=O)N[C@@H]1C(=O)N2C(C(=O)O)=C(CSC(=O)c3ccco3)CSC12)c1csc(N)n1 (some centres undefined)
-1% | CC1=C(C(=O)OCCN(Cc2ccccc2)c2ccccc2)C(c2cccc([N+](=O)[O-])c2)C(P2(=O)OCC(C)(C)CO2)=C(C)N1 (centres undefined)
7% | COC(=O)C1=C(C#N)NC(C)=C(C(=O)OC(C)C)C1c1cccc([N+](=O)[O-])c1 (centres undefined)
7%&-1% | COc1c(N2C[C@@H]3CCCN[C@H]3C2)c(F)cc2c(=O)c(C(=O)O)cn(C3CC3)c12
5% | Cc1ccc(O)c2ncccc12
? | Oc1ccc(C(O)CNCCCCCCNCC(O)c2ccc(O)c(O)c2)cc1O (centres undefined)
5% | Nc1c2c(nc3c1CCC3)CCCC2
-6% | O=C(O)CCCCC(=O)O
3% | CC(C)N(Cc1ccccc1)C(C)C (tested in a mixture with another compound)
-4%[19.8 µM] | COc1ccc([C@@H]2CC(=O)c3c(O)cc(O[C@H]4O[C@@H](CO[C@H]5O[C@@H](C)[C@@H](O)[C@@H](O)[C@@H]5O)[C@@H](O)[C@@H](O)[C@@H]4O)cc3O2)cc1O
0% | CO[C@H]1/C=C/O[C@@]2(C)Oc3c(C)c(O)c4c(O)c(c(/C=N\N5CCN(C6CCCC6)CC5)c(O)c4c3C2=O)NC(=O)/C(C)=C\C=C\[C@H](C)[C@H](O)[C@@H](C)[C@@H](O)[C@@H](C)[C@H](OC(C)=O)[C@@H]1C
-2% | COC1C(OC(=O)/C=C/C=C/C=C/C=C/C(=O)O)CCC2(CO2)C1C1(C)OC1CC=C(C)C (centres undefined)
-1% | O[C@@H]1CO[C@H]2[C@@H]1OC[C@@H]2O
-4% | Cc1ccc(C2(O)CCN(CCCC(=O)c3ccc(F)cc3)CC2)cc1
3% | CCCCCCCCCCCCSCCOCCO

# Rewritten with bars between the fields: 2 of the compounds above.
SMILES | GLP1R ag
COC1C(OC(=O)/C=C/C=C/C=C/C=C/C(=O)O)CCC2(CO2)C1C1(C)OC1CC=C(C)C (centres undefined) | -2%
Nc1c2c(nc3c1CCC3)CCCC2 | 5%

# This is a subset; rates above refer to the full screens.
